# Fh CTSL1 inh = cathepsin L1 inhibition, PFM18AAP counter-screen | inhibition, % at 5.96 µM | recombinant F. hepatica cathepsin L1, Z-Leu-Arg-MCA fluorescence | 300,000 compounds, 0.49% hits;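 active means inhibition above the mean of all tested compounds plus 3 SD, set per screening campaign, cut at about 17% in these data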;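 further: 0% = plate median of test compound wells and 100% = 1 µM Z-Phe-Ala-diazomethylketone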
# JMJD2C inh = human JMJD2C demethylase inhibition. GST-JMJD2C(1-420) H3K9me3 demethylation, DELFIA europium. inhibition, % at 2.35 µM. 330,000 compounds, 0.069% hits. Q9H3R0;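 active means more than half of a compound's replicate wells show inhibition beyond 50%, single wells judged on their own value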;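 further: signal counts dimethyl H3K9 product captured on neutravidin plate; 0% = median of DMSO wells and 100% = 0.3 times that DMSO median; strong numbers were not always called active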
# Target sequence (Q9H3R0 1-420 limits assumed): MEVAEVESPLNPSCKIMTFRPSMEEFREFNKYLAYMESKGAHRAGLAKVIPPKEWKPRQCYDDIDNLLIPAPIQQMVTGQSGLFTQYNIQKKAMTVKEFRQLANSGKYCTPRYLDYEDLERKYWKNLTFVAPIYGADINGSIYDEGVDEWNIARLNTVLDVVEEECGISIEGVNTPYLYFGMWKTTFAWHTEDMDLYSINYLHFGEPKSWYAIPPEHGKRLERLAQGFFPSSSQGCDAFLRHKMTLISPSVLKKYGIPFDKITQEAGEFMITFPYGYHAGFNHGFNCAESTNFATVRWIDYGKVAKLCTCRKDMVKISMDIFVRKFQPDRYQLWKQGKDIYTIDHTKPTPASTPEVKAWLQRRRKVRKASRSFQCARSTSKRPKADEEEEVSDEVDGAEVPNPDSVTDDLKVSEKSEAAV
# ZTA DNA inh = ZTA (EBV) inhibition in EBNA-1 counter-screen | inhibition, % at 11 µM | 320,000 compounds, 0.15% hits | P03206 | ZTA-DNA binding, fluorescence polarization; in the data active means inhibition above about 33%
# Target sequence (P03206 whole entry, looked up): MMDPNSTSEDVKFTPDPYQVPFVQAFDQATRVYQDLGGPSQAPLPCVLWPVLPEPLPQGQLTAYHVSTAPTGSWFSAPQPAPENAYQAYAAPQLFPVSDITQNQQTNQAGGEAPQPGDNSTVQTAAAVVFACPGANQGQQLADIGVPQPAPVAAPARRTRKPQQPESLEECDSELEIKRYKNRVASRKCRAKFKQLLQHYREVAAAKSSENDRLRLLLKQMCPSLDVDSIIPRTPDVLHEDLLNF
# PP1 inh = blocks human PP1-alpha phosphatase, a PP5 counter-screen | P62136 | purified PP1alpha, OMFP fluorescence | inhibition, % at 6.7 µM | 320,000 compounds, 0.9% hits;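 active means inhibition above the mean inhibition of all tested compounds plus 3 SD, computed separately for each screening campaign, cut at about 15% in these data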
# Target sequence (P62136 whole entry, looked up): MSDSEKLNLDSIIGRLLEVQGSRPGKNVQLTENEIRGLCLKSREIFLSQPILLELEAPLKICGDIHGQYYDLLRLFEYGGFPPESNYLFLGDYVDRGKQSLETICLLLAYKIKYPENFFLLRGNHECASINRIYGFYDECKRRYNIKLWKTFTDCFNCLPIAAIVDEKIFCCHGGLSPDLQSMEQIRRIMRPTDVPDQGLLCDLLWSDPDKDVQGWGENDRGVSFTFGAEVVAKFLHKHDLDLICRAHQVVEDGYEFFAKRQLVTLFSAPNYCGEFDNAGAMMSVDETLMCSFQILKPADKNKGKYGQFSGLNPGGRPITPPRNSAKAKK
# PP5 primary = PP5 (human) phosphatase inhibition; purified PP5c, OMFP substrate fluorescence; 320,000 compounds, 0.18% hits; inhibition, % at 6.7 µM; AID 1987;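 active means inhibition above the campaign's mean inhibition across all tested compounds plus 3 SD, cut at about 9.5% in these data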;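 further: 0% = DMSO only and 100% = 100 µM cantharidin control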
# Yeast superoxide = yeast age-related superoxide inhibition as caloric restriction mimetic | S. cerevisiae aged cells, superoxide DHE fluorescence; hits give low values | superoxide response (% of plate mean), % at 10 µM | 330,000 compounds, 0.18% hits | AID 2690;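 active means superoxide response under a set limit, about three screen SD below normal, cut at about 65% in these data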;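 further: yeast aged for seven days with compound at 30 °C before DHE staining; 100% = average MFI of all compound-treated wells on the plate with controls excluded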
# EBNA-1 inhibitor = blocks EBNA-1 binding to DNA; 300,000 compounds, 0.34% hits; AID 1950; EBNA-1 DNA binding, fluorescence polarization; inhibition, % at 14.8 µM; in the data active means inhibition above about 28%
# TPT1 inhibitor = blocks Candida albicans tRNA 2'-phosphotransferase; recombinant caTPT1, FP RNA substrate dephosphorylation; inhibition, % at 5 µM; 300,000 compounds, 0.81% hits;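 active means inhibition above the mean of all tested compounds plus 3 SD, set per screening campaign, cut at about 24% in these data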;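 further: plate controls were DMSO alone for no effect and ferristatin control at 100 nM for full effect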
# core dimer inh = blocks dimerization of HCV core protein; 300,000 compounds, 0.33% hits; AID 1899; inhibition, % at 5 µM; TR-FRET GST/Flag-core106 dimerization, 1536-well;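 active means inhibition above the mean of all tested compounds plus 3 SD, set per screening campaign, cut at about 45% in these data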
#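 Assay system: Tagged HCV core106 pair (GST and Flag) | Buffer or medium: KF-containing HEPES buffer, pH 7.45, DTT, CHAPS, BSA | Also added: Eu donor and XL665 acceptor anti-tag antibodies | Dosing: One concentration, 5 µM, in 0.5% DMSO | Timing: 4 h at 22.5 °C | Technique: TR-FRET 671 and 617 nm emission | Repeats: Singlicate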
# Numbers without * were called inactive; i = inactive; / = not tested or not shown; & = joins results of further samples. Outcome played no part in choosing rows; about 3.1% have a hit in one of these screens.
SMILES,Fh CTSL1 inh,JMJD2C inh,ZTA DNA inh,PP1 inh,PP5 primary,Yeast superoxide,EBNA-1 inhibitor,TPT1 inhibitor,core dimer inh
CC1Cc2ccccc2N1C(=O)COC(=O)c1ccc(S(=O)(=O)N(C)C)cc1 (stereo not drawn),3.1,-9.4,10.4,-2.6,1.1,113.8,5.3,-6.6,13.5
Cc1ccc(/C=C/C(=O)O)cc1S(=O)(=O)N1CCCCC1,-2.6,-9.0,8.8,-3.0,-2.6,97.2,-8.5,-2.1,-4.8
CCC/S(CC1CC1(Cl)Cl)=N\S(=O)(=O)c1ccc(C)cc1 (stereo not drawn),-0.4,-20.0,7.0,-1.7,0.9,108.8,-10.7,-2.6,-6.1
O=C(C1Cc2ccccc2O1)N1CCCCC1 (stereo not drawn),1.5,-10.0,3.9,-5.7,-2.2,90.7,10.0,-1.3,-0.8
Cc1ccc(-c2nnc3sc(C4COc5ccccc5O4)nn23)cc1 (stereo not drawn),2.2,13.4,4.7,3.4,-0.2,119.5,2.1,0.0,4.9
COc1cccc(/C=N/Nc2ccccc2C(=O)O)c1O,0.6,2.6,-0.2,4.7,0.5,111.3,-1.4,-1.1,-12.1
Cn1cc(C(=O)c2cccc(Cl)c2Cl)cc1C(=O)O,-4.6,-0.4,-20.0,-0.2,2.4,103.2,-4.3,-5.0,-3.3
COc1ccc(CCNC2CC(=O)N(C3CCCCC3)C2=O)cc1OC (stereo not drawn),2.5,-1.1,-6.4,-6.9,1.3,100.7,-5.7,23.4,-1.3
Nc1nnc(SCC(=O)OCc2ccc(Cl)c(Cl)c2)s1,-8.0,8.1,-6.8,-3.6,1.1,83.7,3.7,6.6,2.7
Cc1ccc(-c2nc3cc(NC(=O)C(C)C)ccc3o2)cc1,3.3,-5.9,9.7,1.5,0.6,108.0,10.4,1.1,-0.8
O=C(Nc1cccc(C(=O)N2CCCC2)c1)c1ccccc1,2.8,7.8,-5.7,-5.5,-1.2,90.5,5.6,2.7,-1.9
CCOC(=O)CSc1nnc(CNC(=O)c2ccc(S(=O)(=O)N3CCCCC3)cc2)n1C,-0.7,/,-0.7,-6.9,-0.3,122.9,-2.5,3.3,-5.2
CCn1cnc2cc(NCc3ccccc3Cl)ccc21,-6.9,1.7,-3.5,-0.1,1.7,95.0,-9.5,-2.0,-4.4
C=CCN1C(=O)/C(=c2\sc3nc(=O)c(Cc4ccc(OC)c(OC)c4)nn3c2=O)c2ccccc21,-4.4,5.7,-6.7,1.1,-0.1,94.1,-2.5,2.1,3.6
COc1ccc(N2CCN(C(=O)CCCN3C(=O)c4cccc5cccc(c45)C3=O)CC2)cc1,1.1,-3.9,-2.1,-0.1,2.9,97.1,-7.7,3.5,7.3
CNC(=S)N(Cc1ccc(OC)cc1)C1CC(=O)N(c2ccc(C(=O)OC)cc2)C1=O (stereo not drawn),3.2,2.2,-10.3,1.5,-0.1,113.2,8.3,-0.6,-1.3
O=C(/C=C/c1ccccc1)NC(=S)N1CCSCC1,-2.1,4.3,-0.6,-5.7,1.3,98.5,-6.1,-2.3,-2.0
COc1ccc(CNCc2ccc([N+](=O)[O-])cc2)cc1OC,3.9,-5.4,-7.7,2.1,0.3,88.0,-6.8,-3.8,-5.8
O=C1N/C(=N\c2ccccn2)SC1Cc1ccc(Cl)cc1 (stereo not drawn),-3.3,3.5,-6.8,-2.1,0.5,95.8,0.3,0.3,7.4
CSc1sc(C(=O)NC(=O)NCc2ccncc2)c(C)c1-c1ccon1,3.3,8.7,-8.7,-2.9,-3.0,114.7,-3.1,1.0,2.1
O=C(N/N=C/c1c[nH]c2ccccc12)c1cccc(O)c1,0.2,-0.6,3.5,-0.6,-1.8,101.6,6.4,1.0,-4.8
CCC1Sc2ccccc2N(CC(=O)NCc2ccccc2OC)C1=O (stereo not drawn),7.5,12.9,-4.1,-9.2,3.3,89.4,2.7,-0.8,-3.0
CCS(=O)(=O)N1Cc2ccccc2CC1C(=O)N(C)Cc1ccc(OC)c(F)c1 (stereo not drawn),-1.4,-9.4,7.5,0.4,3.4,94.3,8.4,-1.3,13.2
c1ccc(-c2noc(CCC3CCCC3)n2)cc1,-2.6,5.2,2.6,-5.3,-2.7,107.5,2.5,-2.4,0.5
CC1CC(C)(C)CC2(C1)NC(=O)N(CC(=O)N(C)Cc1nc3ccccc3c(=O)[nH]1)C2=O (stereo not drawn),/,-3.8,-7.7,-1.9,0.8,88.9,/,/,/
CCCNC(=O)c1ccc(N2CCC3(CC2)CC(c2ccccc2)=NO3)c(NC(=O)c2ccccc2)c1,-3.2,-3.7,7.4,4.8,0.1,97.5,21.6,-0.5,16.0
CCOC(=O)c1ccc(S(=O)(=O)Nc2cc(C(C)(C)C)no2)cc1,2.9,i,-12.1,0.3,1.6,107.5,2.9,-1.8,-0.3
CCOC(=O)c1ccccc1NC(=O)c1cn(-c2ccc(OC)cc2)c(=O)c2ccccc12,1.2,-16.5,9.5,-0.6,2.4,108.7,-2.0,1.4,12.6
COC(=O)CN1C(=O)N(c2ccccc2)C(N(O)C(=O)Nc2ccccc2)C1(C)C (stereo not drawn),0.8,8.2,1.8,-4.0,0.6,93.3,2.6,-2.4,-1.7
Cc1c(C(=O)O)sc(S(=O)(=O)N2CCN(C(=O)Cc3ccc(F)cc3)CC2)c1C(=O)O,/,0.2,4.4,-0.1,1.9,104.9,/,/,/
NN/C(=C\[N+](=O)[O-])Nc1ccccc1,1.8,0.8,-4.7,-2.5,1.1,89.4,-1.9,1.8,1.9
COC(=O)C(=Cc1ccc(-c2ccsc2C(=O)OC)o1)C(=O)OC,4.0,2.5,-0.5,-6.5,4.1,78.5,0.2,-0.7,2.5
COc1nnc(-c2ccc(C)c(S(=O)(=O)NC(C)(C)CO)c2)c2ccccc12,-0.6,-3.4,-14.0,-3.4,3.4,103.6,5.8,-0.8,17.8
CCN(CC(=O)NCc1ccc(F)cc1)C(=O)COc1ccc(C)c(C)c1,-3.0,2.8,-11.8,-2.6,2.5,94.8,-8.0,0.6,-7.9
Cc1ccc(C(=O)OCC(=O)Nc2ccccc2)cc1NC(=O)c1ccco1,-1.4,-9.7,11.3,2.7,-3.0,93.5,7.4,-0.8,0.9
CN(C)c1nc(SCC(=O)Nc2ccccc2)nc(N2CCOCC2)n1,-4.8,-2.4,-22.1,2.2,0.7,108.2,-7.7,-0.5,-11.7
O=C(NCc1ccccc1Br)C1CCCO1 (stereo not drawn),-0.7,21.6,11.1,3.1,1.1,105.2,-0.7,-0.1,-0.6
COc1cc2sc(C)nc2c2sccc12,-2.0,2.0,-11.8,-0.6,0.2,84.2,4.7,-5.4,-0.1
O=C(OC(c1ccccc1)c1nccc2ccccc12)c1cc([N+](=O)[O-])cc([N+](=O)[O-])c1 (stereo not drawn),0.5,-1.4,-5.5,0.0,3.6,123.9,-4.9,-2.5,38.4
O=C(CN1CCc2ccccc2C1)Nc1ccc(OC(F)(F)F)cc1,2.1,6.0,2.8,4.9,4.4,101.0,-11.3,-1.2,0.9
O=C(CCNc1cc(Cl)cc(Cl)c1)c1ccco1,1.3,-15.0,16.9,-0.6,3.0,95.4,-4.3,-7.1,-3.0
COc1ccc(C(=O)Nc2nc(-c3cccs3)c(NC(C)=O)s2)cc1,1.8,-4.5,-15.4,6.4,1.4,80.8,14.1,-0.7,-15.3
CCOC(=O)C1(Cc2ccc(OC)cc2)CCN(C(=O)c2cccc3nccnc23)CC1,-4.4,-8.6,-10.1,-0.1,5.2,74.7,3.2,0.6,-4.4
CCOC(=O)C1(Cc2ccccc2C)CCCN(C(=O)c2ccc(OC)o2)C1 (stereo not drawn),-1.0,-3.0,3.4,25.7*,4.3,100.3,-6.5,-3.3,-4.1
O=c1ccsn1Cc1ccccc1,24.0*,2.9,25.5,0.6,0.6,85.7,3.6,3.5,-2.2

# A different layout for two compounds above.
> CC1Cc2ccccc2N1C(=O)COC(=O)c1ccc(S(=O)(=O)N(C)C)cc1 (stereo not drawn)
  Fh CTSL1 inh: 3.1 | JMJD2C inh: -9.4 | ZTA DNA inh: 10.4 | PP1 inh: -2.6 | PP5 primary: 1.1 | Yeast superoxide: 113.8 | EBNA-1 inhibitor: 5.3 | TPT1 inhibitor: -6.6 | core dimer inh: 13.5
> COc1ccc(C(=O)Nc2nc(-c3cccs3)c(NC(C)=O)s2)cc1
  Fh CTSL1 inh: 1.8 | JMJD2C inh: -4.5 | ZTA DNA inh: -15.4 | PP1 inh: 6.4 | PP5 primary: 1.4 | Yeast superoxide: 80.8 | EBNA-1 inhibitor: 14.1 | TPT1 inhibitor: -0.7 | core dimer inh: -15.3

# Next results.
SMILES,Fh CTSL1 inh,JMJD2C inh,ZTA DNA inh,PP1 inh,PP5 primary,Yeast superoxide,EBNA-1 inhibitor,TPT1 inhibitor,core dimer inh
O=C(CSc1nc2c([nH]c3ccccc32)c(=O)n1-c1cccc(Cl)c1)N1CCOCC1,-0.5,5.3,10.2,21.5*,-2.1,104.0,37.3*,-2.8,14.4
COc1ccc(C2CC(c3ccc4ccccc4c3OC(C)=O)=NN2C(C)=O)cc1 (stereo not drawn),-2.5,7.5,-8.7,-1.9,4.4,100.7,-20.1,-0.5,4.7
C=CCNC(=O)N1CCCC(C(=O)c2cccc(Cl)c2)C1 (stereo not drawn),-3.4,1.0,-12.6,-5.0,-0.1,112.0,2.0,-3.2,2.5
Cc1ccc(CNS(=O)(=O)c2c(C)nc3scc(C)n3c2=O)cc1,-3.9,1.5,4.7,-0.1,2.7,88.8,-11.2,0.6,-3.8
CCC(C)[C@H](NC(=O)CCn1nnc2ccccc2c1=O)C(=O)O (stereo partly drawn),2.8,-3.9,-3.0,2.5,-2.7,91.0,27.0,-2.7,-5.7
Cc1noc(/C=C/N(C)C)c1S(=O)(=O)N1CCc2ccccc21,-0.9,/,13.9,1.5,-0.2,100.1,10.7,12.7,8.9
CCCc1n[nH]c(=O)c2c1nnn2Cc1ccccc1,-1.4,-1.2,3.9,-1.1,1.8,90.8,-2.6,-1.6,1.4
O=C(CN1CCN(c2ccccc2)CC1)Nc1ccc2c(c1)OCCO2,1.7,1.9,-8.9,4.6,-1.0,102.6,13.5,-9.5,-16.5
CCC(C)[C@H]1CNCCN1CCc1cccc2ccccc12 (stereo partly drawn),-3.9,24.4,-18.3,-1.3,1.5,90.8,9.2,0.4,-52.3
Cc1c(NC(=S)NC(=O)c2ccccc2Br)c(=O)n(-c2ccccc2)n1C,1.2,-28.1,-0.1,-2.5,1.9,123.8,7.1,-2.5,0.0
CCCC1C(C(=O)OCC)=C(C)NC(C)=C1C(=O)OCC,-2.2,5.7,-15.7,-2.5,1.7,92.4,-2.0,-6.8,-4.8
Cc1cc(NC(=O)CCCC(=O)N(CC(=O)NCCc2ccccc2)Cc2ccc(F)cc2)no1,-2.2,9.7&9.3,6.1,-2.0,1.3,94.2,5.2,-2.2,-0.5
O=C(Nc1ccc(NC(=O)c2cccs2)c(Cl)c1)c1ccco1,-2.2,-7.0,2.2,-1.7,1.5,119.5,0.6,-1.3,7.4
CS/C(=C\[N+](=O)[O-])Nc1ccccc1,1.0,0.5,-4.7,4.3,-0.9,92.4,1.0,1.4,-1.8
CCOC(=O)c1c(C)[nH]c(C)c1S(=O)(=O)NCCN1CCN(c2ccccc2F)CC1,0.3,-14.7,16.7,-2.6,-0.2,95.0,-2.2,-0.8,-1.3
O=C(CN1CCCC1)N/N=C/c1c(O)ccc2ccccc12,1.0,1.7,1.0,0.5,0.4,100.4,9.6,8.9,-1.1
CC(C)CC(=O)Nc1cccc(-c2cn3ccsc3n2)c1,1.0,59.5,-2.8,2.6,-2.4,81.2,4.1,-4.3,-5.3

# Screening data (PubChem)
